Menin-MLL TR inh: qHTS Assay for Inhibitors Targeting the Menin-MLL Interaction in MLL Related Leukemias: Competition With Texas Red Labeled MLL-derived Mutant Peptide; O00255; Menin + Texas Red MLL mutant peptide, fluorescence polarization; Potency, µM (top dose mostly 61.6 µM), without a hit: at the top dose FP activity change, negative = inhibition, hits mostly inhibitors; hit rate 0.23% among 270,000; active means well fitted inhibition curve with a large enough effect in the polarisation, with a control signal flat, not every such curve was filed as active; inconclusive means small, poorly fitted or top-dose-only effect, or effect the other way, or a change in a side signal; inactive means no such curve, though single readings can be large or run the other way; the % refers to the polarisation; further: potency means the concentration at half of the fitted maximal effect; % of control where 0% means no effect; many of its hits are not listed in these tables
PKM2 act: qHTS Assay for Activators of Human Muscle isoform 2 Pyruvate Kinase; Pyruvate kinase PKM (Homo sapiens), P14618; purified PKM2, Kinase-Glo ATP luminescence, activation; response scale: 0% is enzyme alone, no compound; Potency, µM (titrated, usually from 57.5 µM), without a hit: top-dose activation, most hits filed as activators; hit rate 0.34% among 260,000; AID 1631, 2009; further: potency means the concentration at half of the fitted maximal effect; on the % scale 0 is the no-effect control and ±100 the full control effect; nearly all actives have a fitted effect of over 55% in size
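Purified hPK-M2 (>95% pure) converted ADP (0.1 mM final) to ATP with 0.5 mM PEP in 50 mM imidazole pH7.2, KCl, MgCl2, Tween 20, BSA; 1 h at room temperature. ATP detected by Kinase-Glo luminescence.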
B2AR arrestin: qHTS assay of beta-arrestin-biased ligands of beta2-adrenergic receptor. Beta-2 adrenergic receptor (Homo sapiens), P07550. beta-arrestin recruitment to beta2AR, cell-based reporter. Potency, µM (top dose mostly 46.1 µM), for inactives: at the top dose activation, actives largely listed as activators. hit rate 0.02% among 330,000. AID 492947, 2010;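 further: potency means the concentration at half of the fitted maximal effect; 0% = DMSO controls and full agonism = EC100 isoproterenol or metaproterenol; nearly all actives have a fitted effect of over 65% in size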
GALK inh: qHTS Assay for Inhibitors of Human Galactokinase (GALK) | P51570 | Purified GALK, Kinase-Glo residual ATP luminescence | Potency, µM (doses to about 57.5 µM), for inactives: at the highest dose activity change, negative = inhibition, usual class: inhibitors | hit rate 0.007% among 270,000 | AID 1868, 2009; further: potency means the concentration at half of the fitted maximal effect; on the % scale 0 is the no-effect control and ±100 the full control effect
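Human GALK (5 nM) with 35 uM ATP and 100 uM galactose in 20 mM HEPES pH 8.0, 5 mM MgCl2, 60 mM NaCl, 1 mM DTT, 0.01% BSA. After 1 h at room temperature, leftover ATP was read by Kinase-Glo Plus luminescence.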
Tb PFK block: qHTS Assay to Find Inhibitors of T. brucei phosphofructokinase. ATP-dependent 6-phosphofructokinase (Trypanosoma brucei brucei), O15648. T. brucei PFK, ADP-Glo luminescence. Potency, µM (top dose mostly 57.5 µM), inactives show at the top dose activity, negative = inhibition, most hits filed as inhibitors. hit rate 0.17% among 330,000;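 further: potency means the concentration at half of the fitted maximal effect; 0% = uninhibited 1x PFK enzyme wells and -100% = no-enzyme wells; nearly all actives have a fitted effect of over 60% in size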
Target sequence (O15648 whole entry, looked up): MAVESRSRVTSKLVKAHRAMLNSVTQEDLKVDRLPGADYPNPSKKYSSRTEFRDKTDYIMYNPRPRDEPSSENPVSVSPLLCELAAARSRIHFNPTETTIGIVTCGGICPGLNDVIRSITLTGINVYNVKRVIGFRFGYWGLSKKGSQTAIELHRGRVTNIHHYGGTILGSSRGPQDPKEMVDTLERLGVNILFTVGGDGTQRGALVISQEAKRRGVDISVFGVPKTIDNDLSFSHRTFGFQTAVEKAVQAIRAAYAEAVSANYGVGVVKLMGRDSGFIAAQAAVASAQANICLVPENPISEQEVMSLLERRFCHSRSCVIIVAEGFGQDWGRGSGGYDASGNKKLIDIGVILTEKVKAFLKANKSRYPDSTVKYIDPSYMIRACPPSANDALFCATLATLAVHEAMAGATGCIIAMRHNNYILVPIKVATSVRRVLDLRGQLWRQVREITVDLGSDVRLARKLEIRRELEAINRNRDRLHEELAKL
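Luminescent ADP detection (ADP-Glo, two-step: ATP depletion then ADP-to-ATP conversion for luciferase) reported PFK activity after 45 min room-temperature reaction of 1.25 nM enzyme with 0.5 mM F6P and 0.1 mM ATP at pH 8.0.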
TSG101-PTAP inh: qHTS Assay for Iinhibitors of HIV-1 Budding by Blocking the Interaction of PTAP/TSG101; Tumor susceptibility gene 101 protein (Homo sapiens), Q99816; Fluorescence polarization, FITC-PTAP peptide / Tsg101 binding; Potency, µM (series often up to 115 µM), for inactives: at the top dose activity change, negative = inhibition, hits mostly inhibitors; 340,000 tested, under 10 active; AID 493005, 2010; active means well fitted inhibition curve with a large enough effect in the main read-out, with a control signal flat, not every such curve was filed as active; inconclusive means small, poorly fitted or top-dose-only effect, or effect the other way, or a change in a side signal; inactive means no such curve, though single readings can be large or run the other way; further: potency means the concentration at half of the fitted maximal effect; % of control where 0% means no effect
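Tsg101 binding domain (10 uM final) was mixed with compound and a FITC-labeled PTAP peptide (50 nM final) in HEPES pH 7.5 buffer with NaCl, Tween 20, EDTA and TCEP; fluorescence polarization was read after 20 min at r.t.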
Coupling enz: qHTS Assay for Inhibitors of Fructose-1,6-bisphosphate Aldolase from Giardia Lamblia: Coupling assay counterscreen; coupling enzyme system counterscreen, AmpLite Red fluorescence; activity change, negative = inhibition, % at 58.2 µM, hits read low; hit rate 0.67% among 290,000; AID 2472, 2010; in the data active means activity change below about -30%; further: on the % scale 0 is the no-effect control and ±100 the full control effect
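Fluorescence at 525 nm excitation and 598 nm emission measured inhibition of the coupled detection system without aldolase. Compounds (at 57.5 uM final) were preincubated 10 min at room temperature with coupling enzyme reagent before a 20 min substrate/AmpLite Red step.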
Giardia kill: Small Molecules that selectively kill Giardia lamblia: qHTS; Giardia lamblia trophozoite viability; activity change, % at 7.66 µM, hits read low; hit rate 0.15% among 340,000; AID 540267, 2011; in the data active means activity change below about -80%; inconclusive means between about -30% and that limit;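 further: parasites exposed to compound for two days anaerobically before the ATP read; on the % scale 0 is the no-effect control and ±100 the full control effect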
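Compounds were tested on trophozoites seeded at 100 cells/well and held 48 hrs at 37 deg C anaerobically. An ATP-based luminescent kit measured the remaining live cells.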
BCR signal inh: qHTS Assay to Find Inhibitors of Chronic Active B-Cell Receptor Signaling; ABC-DLBCL IkBa-CBG/CBR reporter, luminescence ratio, 4 h; Potency, µM (titrated, usually from 46.1 µM), inactives show top-dose ratio change, negative = lower green/red ratio, usual class: inhibitors; hit rate 0.05% among 340,000; active means well fitted inhibition curve with a large enough effect in the signal ratio, with a control signal flat, not every such curve was filed as active; inconclusive means small, poorly fitted or top-dose-only effect, or effect the other way, or a change in a side signal; the % refers to the signal ratio;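 further: potency means the concentration at half of the fitted maximal effect; plate controls were basal doxycycline-induced cells for no effect and cells given 10 µM MG132 for full effect; MG132 reads +100%, hits lower the ratio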
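Concentration-response series (up to 46 uM) were applied to TMD8 dual-reporter cells for 4 h at 37C with doxycycline. Green/red ratio, after filter-overlap correction, defined %Activity; red signal alone was normalised to basal cells and zero luminescence.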
a7 integrin act: qHTS for Activators of Integrin-Mediated Alleviation for Muscular Dystrophy | alpha7betagal myoblasts, beta-gal FDG fluorescence, 48 h | Potency, µM (titrated, usually from 38.3 µM), inactives show at the top dose activation, usual class: activators | hit rate 0.064% among 350,000 | AID 624291, 2012;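 further: potency means the concentration at half of the fitted maximal effect; 100% = response of the positive control SU9516; nearly all actives have a fitted effect of over 60% in size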
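Alpha7betagal+/- myoblasts (passage 13) were plated 16-24 hr, then exposed to compounds (1:260 dilution of DMSO stock) for 48 hours at 37C. After MPER lysis, β-galactosidase reporter activity was read as FDG fluorescence (ex 480/em 540) after 30 minutes.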
ASM inhibitor: Inhibitors of Secretory Acid Sphingomyelinase (S-ASM): qHTS | Sphingomyelin phosphodiesterase (Homo sapiens), P17405 | placental ASM, HMU-PC fluorogenic substrate, 60 min | AID 504937, 2011 | hit rate 0.006% among 340,000 | Potency, µM (titrated, usually from 57.5 µM), for the others: top-dose activity change, negative = inhibition, hits mostly inhibitors; further: potency means the concentration at half of the fitted maximal effect
Target sequence (P17405 47-631 limits assumed): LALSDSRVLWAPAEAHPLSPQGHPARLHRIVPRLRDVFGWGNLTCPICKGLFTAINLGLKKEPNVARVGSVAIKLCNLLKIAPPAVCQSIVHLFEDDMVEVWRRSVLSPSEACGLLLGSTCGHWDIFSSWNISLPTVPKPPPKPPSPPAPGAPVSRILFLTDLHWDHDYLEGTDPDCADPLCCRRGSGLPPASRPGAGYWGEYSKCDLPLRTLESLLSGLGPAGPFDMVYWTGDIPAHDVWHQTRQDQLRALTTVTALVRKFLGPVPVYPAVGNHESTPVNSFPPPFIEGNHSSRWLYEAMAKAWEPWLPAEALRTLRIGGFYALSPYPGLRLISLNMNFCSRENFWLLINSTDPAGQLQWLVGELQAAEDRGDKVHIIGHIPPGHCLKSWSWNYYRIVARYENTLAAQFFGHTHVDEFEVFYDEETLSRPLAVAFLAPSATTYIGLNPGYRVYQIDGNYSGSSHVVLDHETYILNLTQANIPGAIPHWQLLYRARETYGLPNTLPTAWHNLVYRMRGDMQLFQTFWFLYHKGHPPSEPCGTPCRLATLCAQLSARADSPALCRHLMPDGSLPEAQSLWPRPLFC
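HMU-PC0 cleavage (9 uM final) by human placental ASM, 60 min at 37 °C following 10 min compound exposure at RT; stopped at pH 10, fluorescence Ex 386/Em 447 nm.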
* marks the source's active call; other numbers are inactive results; [ ] = dose if it differs, or a comment. Unless noted, the call rests on the fitted dose curve; in most records, active means well fitted curve in the direction sought with a large enough effect; inconclusive means small, poorly fitted or top-dose-only effect, or another doubt; inactive means no such curve, though single readings can be large; an effect the other way counts as inactive or inconclusive.

Results for CCN(c1ccc(OC)cc1)S(=O)(=O)c1ccc(-c2cc(C)no2)s1 ?
Menin-MLL TR inh: 33.1%[activator]; PKM2 act: 8.7%[0.46 µM]; B2AR arrestin: -0.1%; GALK inh: -0.1%; Tb PFK block: 1.1%; TSG101-PTAP inh: -2.3%; Coupling enz: 2.0; Giardia kill: 17.8; BCR signal inh: -3.2%; a7 integrin act: -14.8%; ASM inhibitor: 1.2%

Results for COc1ccc(OC)c(C2N(c3ccc(Cl)cc3)C(=O)C3CCCN32)c1 (stereo unspecified) ?
Menin-MLL TR inh: -5.4%; PKM2 act: -2.7%; B2AR arrestin: 0.2%; GALK inh: 3.3%; Tb PFK block: -1.0%; TSG101-PTAP inh: -5.3%; Coupling enz: 0.2; Giardia kill: -10.6; BCR signal inh: 2.1%; a7 integrin act: 9.8%; ASM inhibitor: 1.0%

Results for COc1ccc(C(=O)NCC2CCCN2S(=O)(=O)c2cccs2)cc1OC (stereo unspecified) ?
B2AR arrestin: 0.3%; Tb PFK block: -5.0%; TSG101-PTAP inh: -3.0%; Giardia kill: 4.6; BCR signal inh: 2.3%; a7 integrin act: -1.8%; ASM inhibitor: 2.4%

What do the screens show for `CC(=O)Nc1ccc(N(C(=O)c2ccco2)C(C(=O)NC2CCCC2)c2ccc(N3CCOCC3)cc2)cc1` (stereo unspecified)?
Menin-MLL TR inh: 5.5%; PKM2 act: inconclusive; B2AR arrestin: 0.5%; GALK inh: 2.0%; Tb PFK block: -4.9%; TSG101-PTAP inh: -3.0%; Coupling enz: 8.6; Giardia kill: 12.3; BCR signal inh: -2.3%; a7 integrin act: -7.8%; ASM inhibitor: 0.2%

What do the screens show for `O=C(NCCNS(=O)(=O)c1ccc(C(F)(F)F)cc1)N1CCOCC1`?
PKM2 act: -7.5%; B2AR arrestin: 0.3%; GALK inh: -0.2%; Tb PFK block: -1.3%; TSG101-PTAP inh: -5.0%; Coupling enz: 4.6; Giardia kill: -11.6; BCR signal inh: -4.1%; a7 integrin act: -10.9%; ASM inhibitor: 2.6%

Results for CC(C)(C)NC(NC(=O)Cc1ccccc1)C(Cl)(Cl)Cl (stereo unspecified) ?
Menin-MLL TR inh: inconclusive; PKM2 act: -1.0%; B2AR arrestin: 0.3%; GALK inh: 0.1%; Tb PFK block: -1.4%; TSG101-PTAP inh: -5.8%; Coupling enz: 5.0; Giardia kill: 10.5; BCR signal inh: 1.7%; a7 integrin act: -4.0%; ASM inhibitor: 0.2%

What do the screens show for `COc1ccc(-c2ccc(C#N)c(SCC(=O)Nc3sc4c(c3C#N)CCC4)n2)cc1`?
Menin-MLL TR inh: inconclusive; PKM2 act: -0.9%; B2AR arrestin: -0.6%; Tb PFK block: 7.1%; TSG101-PTAP inh: 0.0%; Coupling enz: -0.6; Giardia kill: 9.0; BCR signal inh: 10.5%; a7 integrin act: -6.9%; ASM inhibitor: -1.9%

Results for CSc1ncc(CN2CCCCC2C(=O)Nc2ccc(Oc3ccccc3)nc2)cn1 (stereo unspecified) ?
PKM2 act: -1.8%; B2AR arrestin: -1.2%; GALK inh: 6.7%; Tb PFK block: -20.1%; TSG101-PTAP inh: -1.3%; Giardia kill: 1.3; BCR signal inh: -1.3%; a7 integrin act: 3.4%; ASM inhibitor: -8.8%

Results for COc1ccccc1CCC(=O)NNC(=O)c1ccccc1 ?
Menin-MLL TR inh: -9.3%; PKM2 act: -7.3%; B2AR arrestin: 0.3%; GALK inh: 5.9%; Tb PFK block: 0.3%; TSG101-PTAP inh: -1.5%; Coupling enz: 5.2; Giardia kill: -10.6; BCR signal inh: inconclusive; a7 integrin act: -17.6%; ASM inhibitor: 4.1%

What do the screens show for `O=C(Cn1c(-c2cscn2)nc2ccccc21)Nc1ccc(Cl)cc1`?
Menin-MLL TR inh: inconclusive; PKM2 act: 7.4%; B2AR arrestin: -0.5%; GALK inh: 0.7%; Tb PFK block: 4.1%; TSG101-PTAP inh: -0.5%; Coupling enz: 4.0; Giardia kill: 2.9; BCR signal inh: inconclusive; a7 integrin act: -31.3%; ASM inhibitor: 0.4%

How did Cc1ccc(/C(=N\O)c2oc3c(C)c4oc(=O)cc(C)c4cc3c2C)cc1 do in these assays?
Menin-MLL TR inh: 4.5%; PKM2 act: 5.2%; B2AR arrestin: 2.7%; GALK inh: 1.1%; Tb PFK block: 0.3%; TSG101-PTAP inh: -5.7%; Coupling enz: 1.8; Giardia kill: -21.2; BCR signal inh: inconclusive; a7 integrin act: -70.3%[inhibitor]; ASM inhibitor: -16.6%

How did Cc1ccc(CSc2ccc(-c3ccco3)nn2)cc1 do in these assays?
Menin-MLL TR inh: -8.6%; PKM2 act: -10.1%; B2AR arrestin: -0.4%; GALK inh: 1.1%; Tb PFK block: 0.0%; TSG101-PTAP inh: 0.1%; Coupling enz: 1.1; Giardia kill: 36.8[activator]; BCR signal inh: inconclusive; a7 integrin act: -17.5%; ASM inhibitor: -2.7%

How did Cc1cc(NC(=O)/C=C/C(=O)N(c2ccccc2C)C(C(=O)NC2CCCC2)c2ccc(F)cc2)no1 (stereo unspecified) do in these assays?
Menin-MLL TR inh: -19.0%; PKM2 act: -2.0%; B2AR arrestin: -0.6%; GALK inh: 0.9%; Tb PFK block: -0.5%; TSG101-PTAP inh: 1.2%; Coupling enz: 1.8; Giardia kill: 7.7; BCR signal inh: inconclusive; a7 integrin act: -66.4%[inhibitor]; ASM inhibitor: -5.3%

How did CCOc1cc(NC(=O)C2CCCCC2)c(OCC)cc1NC(=O)c1ccco1 do in these assays?
Menin-MLL TR inh: 2.5%; PKM2 act: -3.7%; B2AR arrestin: -0.2%; GALK inh: -3.5%; Tb PFK block: -1.6%; TSG101-PTAP inh: -3.6%; Coupling enz: -0.2; Giardia kill: 11.1; BCR signal inh: 2.4%; a7 integrin act: -37.6%; ASM inhibitor: 70.9%

Results for Cc1ccc2cc(CN(CCCO)S(=O)(=O)c3cccc4nsnc34)c(=O)[nH]c2c1C ?
Menin-MLL TR inh: 0.2%; PKM2 act: -0.6%; B2AR arrestin: -0.5%; GALK inh: -0.1%; Tb PFK block: -4.1%; TSG101-PTAP inh: -8.1%; Coupling enz: 0.0; Giardia kill: 8.3; BCR signal inh: inconclusive; a7 integrin act: 18.3%; ASM inhibitor: -4.7%

Results for O=C(NC(=S)Nc1ccccc1N1CCCCC1)c1ccco1 ?
Menin-MLL TR inh: -4.5%; PKM2 act: -3.6%; B2AR arrestin: -0.2%; GALK inh: -1.9%; Tb PFK block: -1.6%; TSG101-PTAP inh: -0.1%; Coupling enz: 2.7; Giardia kill: 11.9; BCR signal inh: inconclusive; a7 integrin act: -14.5%; ASM inhibitor: -3.3%

Results for CCCCCC(=O)N=Nc1c(O)[nH]c2ccc([N+](=O)[O-])cc12 ?
Menin-MLL TR inh: 14.4%; PKM2 act: -1.8%; B2AR arrestin: -0.5%; GALK inh: -1.7%; Tb PFK block: 4.0%; TSG101-PTAP inh: 0.5%; Coupling enz: 1.0; Giardia kill: -13.4; BCR signal inh: inconclusive; a7 integrin act: 31.7%; ASM inhibitor: -3.3%

What do the screens show for `COc1cc(CNC2CCCCCCC2)cc(Cl)c1OCC(N)=O`?
Menin-MLL TR inh: 5.8%; PKM2 act: -4.6%[11.5 µM]; B2AR arrestin: -0.3%; GALK inh: 9.4%; Tb PFK block: -18.3%; TSG101-PTAP inh: -2.9%; Coupling enz: -5.5; Giardia kill: 2.9; BCR signal inh: 0.2%; a7 integrin act: inconclusive; ASM inhibitor: 3.1%

How did COc1ccc(N2CCN(C(=O)c3cccc(S(=O)(=O)N4CCc5ccccc54)c3)CC2)cc1 do in these assays?
B2AR arrestin: 0.7%; Tb PFK block: -4.1%; TSG101-PTAP inh: -0.3%; Giardia kill: 3.7; BCR signal inh: -5.6%; a7 integrin act: 16.6%; ASM inhibitor: -10.1%

Results for O=C(Nc1ccnn1C1CCN(Cc2cccc(OCCO)c2)CC1)C1CCCC1 ?
Menin-MLL TR inh: inconclusive; PKM2 act: 0.0%; B2AR arrestin: -0.8%; GALK inh: 3.3%; Tb PFK block: -0.7%; TSG101-PTAP inh: -1.0%; Coupling enz: -3.4; Giardia kill: -0.3; BCR signal inh: -0.3%; a7 integrin act: -5.4%; ASM inhibitor: 0.7%

This is a subset; count on the stated rates, not on these rows.
